Screening data as filed in PubChem BioAssay.
Wnt bcat act – activators of Wnt/beta-catenin signaling; Wnt/beta-catenin reporter cell assay, activator, plate reader; activation, % at 9.35 µM; 1.2% of 300,000 active; AID 743398; in the data active means activation above about 30%, passing the limit was not always enough;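 further: 0% = neutral control wells and 100% = positive control wells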
Ecoli viability – bacterial growth inhibition, counter-screen for AddAB inhibitors; E. coli V3065 growth, OD600 absorbance, 18 h; inhibition, % at 11.9 µM; 0.27% of 330,000 active;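 active means inhibition above the campaign's mean inhibition across all tested compounds plus 3 SD, cut at about 9.9% in these data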;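 further: uninfected addAB+ strain grown without phage in ampicillin broth; 0% = DMSO wells and 100% = ciprofloxacin 0.95 µg/ml wells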
Rtt109 HAT inh – inhibitors of Candida albicans Rtt109/Vps75 histone acetyltransferase. Q5AAJ8. purified Rtt109/Vps75, ThioGlo CoA-SH fluorescence, 4 h. inhibition, % at 34.9 µM. 0.16% of 330,000 active. AID 540336;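 active means inhibition of at least 50% in every replicate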
Target sequence (Q5AAJ8 whole entry, looked up): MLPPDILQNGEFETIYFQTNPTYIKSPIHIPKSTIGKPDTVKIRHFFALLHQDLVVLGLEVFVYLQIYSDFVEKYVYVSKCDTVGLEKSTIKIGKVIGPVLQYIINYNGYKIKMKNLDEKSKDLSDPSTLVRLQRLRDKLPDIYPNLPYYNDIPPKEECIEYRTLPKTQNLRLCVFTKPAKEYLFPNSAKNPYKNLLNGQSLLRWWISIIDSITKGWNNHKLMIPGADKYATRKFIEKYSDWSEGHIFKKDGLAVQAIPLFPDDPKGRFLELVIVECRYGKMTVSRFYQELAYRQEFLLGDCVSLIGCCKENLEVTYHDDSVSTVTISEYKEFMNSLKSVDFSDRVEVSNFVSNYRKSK
phage Ecoli inh – E. coli growth loss with phage present; growth absorbance; inhibition, % at 11.9 µM; 0.26% of 360,000 active; in the data active means inhibition above about 11%
DAGLB inhibitor – blocks human DAGLB lipase activity; HEK293T DAGLB membrane lysate, EnzChek fluorogenic substrate; 0.059% of 340,000 active; AID 504411; inhibition, % at 5.17 µM; Q8NCG7; in the data active means inhibition above about 34%;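 further: 0% = enzyme with vehicle and 100% = wells lacking enzyme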
Target sequence (Q8NCG7 whole entry, looked up): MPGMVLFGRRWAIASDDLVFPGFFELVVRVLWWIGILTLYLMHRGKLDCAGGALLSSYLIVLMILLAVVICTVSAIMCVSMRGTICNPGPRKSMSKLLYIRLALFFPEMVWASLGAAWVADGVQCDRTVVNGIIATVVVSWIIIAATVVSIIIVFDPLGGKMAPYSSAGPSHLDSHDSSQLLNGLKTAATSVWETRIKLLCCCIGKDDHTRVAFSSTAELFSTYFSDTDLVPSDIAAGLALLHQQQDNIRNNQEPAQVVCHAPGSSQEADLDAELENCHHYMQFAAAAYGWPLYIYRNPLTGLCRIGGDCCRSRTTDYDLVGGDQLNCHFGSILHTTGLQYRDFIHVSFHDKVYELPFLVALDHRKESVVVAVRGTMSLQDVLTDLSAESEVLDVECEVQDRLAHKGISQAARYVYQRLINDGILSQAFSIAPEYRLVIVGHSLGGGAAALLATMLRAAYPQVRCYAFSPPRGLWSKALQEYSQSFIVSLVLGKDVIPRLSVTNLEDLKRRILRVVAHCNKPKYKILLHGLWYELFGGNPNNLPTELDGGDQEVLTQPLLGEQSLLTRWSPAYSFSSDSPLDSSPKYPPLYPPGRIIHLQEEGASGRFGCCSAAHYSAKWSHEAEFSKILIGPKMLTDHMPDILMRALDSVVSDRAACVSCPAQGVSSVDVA
CAL PDZ inh – human CAL PDZ-peptide interaction inhibition. Q9HD26. purified CAL PDZ, TMR-peptide fluorescence polarization, 1 h. inhibition, % at 20 µM. 0.02% of 330,000 active;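 active means highest replicate inhibition of at least 40%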;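 further: plate controls were DMSO neutral control wells for no effect and unlabeled competitor peptide control wells for full effect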
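Material – purified CerCALP PDZ construct · Detection – FP readout, S and P plane fluorescence · Measure – percent inhibition from loss of millipolarization · Controls – unlabelled peptide for full inhibition, DMSO wells as neutral · Probe or stimulus – TMR-labelled reporter peptide T*-PRC34 bound in PDZ groove · Times – 1 h at RT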
PvdQ inh – blocks Pseudomonas aeruginosa PvdQ acylase activity; inhibition, % at 10 µM; purified PvdQ acylase, fluorescence plate reader; AID 488965; 0.063% of 340,000 active; in the data active means inhibition above about 30%, passing the limit was not always enough;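 further: 0% = vehicle neutral wells and 100% = reference inhibitor wells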
AddAB inh – less growth of phage-infected E. coli with AddAB; E. coli expressing H. pylori AddAB, absorbance growth; inhibition, % at 11.9 µM; 0.29% of 330,000 active; in the data active means inhibition above about 12%;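 further: 0% = vehicle wells of infected cells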
PfHsp90 yeast 2 – inhibits growth of yeast expressing Plasmodium falciparum Hsp90; S. cerevisiae expressing PfHsp90, BacTiter-Glo ATP, 48 h; yeast lacking PDR1 and PDR3 efflux regulators; 0.32% of 310,000 active; inhibition, % at 9.4 µM;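 active means every replicate shows inhibition above about 80%, whatever the replicate mean, limit read from the data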;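 further: 0% = DMSO neutral controls and 100% = 20 µM radicicol positive controls; yeast relying on Plasmodium falciparum Hsp90 in place of its own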
Tat export inh – inhibitors of E. coli Tat protein transport; E. coli MC4100 TorA-mCherry Tat export, fluorescence; inhibition, % at 10 µM; 0.036% of 340,000 active;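 active means mean replicate inhibition at least 50% and at least half of replicates individually reaching 50%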;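 further: exported cargo escapes ClpAP degradation while cytoplasmic cargo is degraded and loses fluorescence; 0% = median of neutral control wells and 100% = median of NaSCN control wells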
Starred values were filed as active, the others as inactive; . = not tested or not shown.

SMILES | Wnt bcat act | Ecoli viability | Rtt109 HAT inh | phage Ecoli inh | DAGLB inhibitor | CAL PDZ inh | PvdQ inh | AddAB inh | PfHsp90 yeast 2 | Tat export inh
O=C(NCc1ccccc1Cl)c1cnc2ccccc2n1 | 10.4 | 1.8 | -0.7 | 3.5 | -1.0 | -2.8 | -6.3 | 3.5 | 3.0 | -8.5
CCOc1ccc(N2CC(C(=O)N3CCN(C(=O)c4ccco4)CC3)CC2=O)cc1 (stereo not drawn) | -1.2 | -0.7 | -0.7 | 0.7 | 0.5 | 0.0 | -20.3 | 1.7 | 1.2 | -6.2
Cc1ccc(S(=O)(=O)N2CCOC2CNC(=O)C(=O)NCCCN2CCOCC2)cc1 (stereo not drawn) | 1.0 | -0.1 | -1.8 | 1.7 | -1.6 | -0.7 | 2.3 | -0.6 | -4.8 | 21.6
Cc1ccc(NC(=O)O/N=C/c2ccc(Br)cc2)cc1 | 3.8 | 0.1 | 6.8 | 2.1 | -5.8 | -0.4 | -5.3 | 2.6 | -6.0 | -7.8
COc1ccc(-c2oc(/N=C/N3CCOCC3)c(C#N)c2-c2ccc(OC)cc2)cc1 | -5.7 | -2.5 | -3.8 | 2.5 | 4.5 | -1.2 | -9.7 | 1.6 | . | 4.2
CCOC(=O)c1[nH]c2ccccc2c1NC(=S)Nc1ccccc1 | 12.7 | 1.2 | 1.8 | 0.2 | -0.3 | 1.3 | -12.2 | 2.7 | 1.5 | -5.3
CC1CCC2C(=O)N(c3ccccc3OC(=O)c3ccccc3F)C(=O)C2C1 (stereo not drawn) | 0.1 | -1.1 | 11.1 | 2.3 | 1.9 | -0.2 | -3.6 | 0.7 | -72.2 | -0.2
CCC(CO)Oc1cc(NCc2ccccc2)c2ncn(C3CCCC3)c2c1 (stereo not drawn) | -4.5 | 1.1 | -5.7 | 1.7 | 3.5 | 1.4 | -5.2 | 1.1 | . | 15.0
CC(C)(C)NC(=O)Cn1c(SCC(=O)NC2CCCCC2)nc2ccccc21 | . | -1.3 | -2.9 | 3.3 | 0.4 | 1.0 | -17.5 | -1.0 | -21.0 | 10.7
O=C(NCCCN1CCOCC1)c1cn(-c2ccccc2)nc1-c1cccs1 | -3.3 | -1.8 | -9.6 | 1.2 | -1.6 | -1.8 | -7.5 | 0.3 | 16.3 | 6.2
Cc1nn(S(=O)(=O)c2cccs2)c(C)c1Sc1ccc([N+](=O)[O-])cc1 | -14.4 | -2.2 | 5.1 | 3.6 | -10.0 | . | 3.7 | 1.2 | -8.9 | -12.1
Cc1ccc(Cn2c(=S)[nH]c3ccc(N4CCOCC4)cc3c2=O)o1 | 19.8 | -1.1 | 5.0 | -1.6 | 1.9 | -4.0 | -17.8 | 1.9 | . | -1.4
Cc1cnc(C(=O)Nc2ccccc2C(=O)N2CCOCC2)cn1 | -1.7 | -1.3 | -1.3 | 2.4 | -3.4 | . | -10.6 | -0.1 | -7.4 | -4.4
CC(C)NS(=O)(=O)c1ccc2c(c1)NCC2 | -0.8 | 0.3 | 15.9 | 1.4 | 1.1 | -1.3 | -1.5 | 3.0 | 2.7 | -2.3
CCCCn1c(N)c(N(CCOC)C(=O)CN(C)CC(=O)Nc2ccc(Cl)c(Cl)c2)c(=O)[nH]c1=O | 8.8 | 0.7 | 1.3 | 1.1 | 0.8 | -0.6 | -12.8 | 0.8 | . | -2.1
COc1ccc(-c2nnc(SCC(=O)N3CCCC3=O)n2N)cc1OC | -0.4 | -1.1 | -4.8 | -1.0 | 1.1 | -0.8 | -18.0 | 2.0 | 1.7 | -6.8
COc1ccc(CN2C(=O)c3ccccc3C2C(=O)NCC2CCCO2)c(OC)c1 (stereo not drawn) | -0.2 | -0.7 | 9.9 | 2.3 | 1.4 | -0.6 | -7.5 | 3.0 | 52.7 | -1.1
Cc1ccc(NC(=O)C(C)NC(=O)OCc2ccccc2)cc1C (stereo not drawn) | -2.4 | 0.5 | -2.1 | 1.3 | 2.2 | -2.3 | -11.9 | 1.8 | -16.7 | 1.1
C/C(=N/Nc1ccccc1[N+](=O)[O-])c1ccc(C)c([N+](=O)[O-])c1 | 0.9 | . | -0.2 | 1.6 | -0.5 | 0.5 | -17.1 | . | -0.4 | -2.8
CN(N=O)c1ccc(C=C2C=Cc3ccccc32)cc1 | 9.3 | . | 3.9 | 0.4 | -3.8 | -0.7 | 0.0 | . | 3.6 | 1.2
CN(C)c1ccc(C(C(=O)NCC2CCCO2)N(Cc2ccco2)C(=O)c2snc(C(N)=O)c2N)cc1 (stereo not drawn) | -1.4 | -1.3 | -4.5 | -0.6 | -0.9 | -1.1 | -8.2 | -0.8 | 14.3 | 10.5
COc1ccc(N2CCN(C(=O)c3oc4ccccc4c3C)CC2)cc1 | -1.7 | -1.0 | -0.7 | 1.4 | -8.7 | -1.0 | -4.9 | 1.2 | . | 6.0
CCOC(=O)N1CCN(C(=O)c2ccc3nc(N4CCCCC4)sc3c2)CC1 | . | 1.1 | 6.6 | 2.0 | -2.9 | 1.0 | -2.0 | 1.6 | -7.5 | -9.6
Nc1nc(-c2ccccc2)c(-c2ccccc2)o1 | 2.5 | -1.3 | -9.0 | 2.4 | -3.0 | -5.5 | -5.0 | -0.9 | 1.9 | 4.3
O=C(Nc1ccc(Cl)c(C(F)(F)F)c1)[C@@H]1CC=C[C@@H]2CCN(Cc3ccccc3)C(=O)[C@@H]21 | -4.9 | 1.0 | 0.1 | 3.4 | -0.8 | -2.0 | -7.6 | 3.5 | . | 0.6
O=C(c1ccncc1)N1CCN(S(=O)(=O)c2cccc(F)c2)CC1 | -2.4 | -1.1 | -0.4 | 6.2 | -0.8 | -1.8 | -9.1 | -1.5 | 13.7 | 5.5
CCOc1ccccc1NC(=O)COC(=O)C1CC1 | -0.4 | -1.6 | 18.4 | -1.1 | -2.4 | -2.5 | 4.0 | 1.4 | 11.8 | 2.7
CCCOc1ccc(N2C(=O)CC(N(CCCO)C(=O)CC)C2=O)cc1 (stereo not drawn) | 0.3 | -2.4 | -9.5 | 1.8 | 1.1 | 0.1 | -18.4 | 1.7 | -6.4 | 5.5
CCCCOc1ccc(C(=O)NCC(=O)NCC(c2ccc(F)cc2)N2CCOCC2)cc1 (stereo not drawn) | 3.2 | 1.1 | -6.5 | 1.6 | -1.7 | 0.0 | -6.3 | 1.0 | 29.8 | 8.8
COc1ccc(/C=C/C(=O)NC(=S)Nc2ccccc2C(=O)NC2CCCCC2)cc1 | -4.5 | 0.6 | -8.9 | -1.1 | -2.4 | -1.1 | -10.2 | -0.8 | 34.6 | -14.4
Cc1ccc2[nH]c3c(c2c1)CCNC3=O | -7.8 | 1.2 | 0.5 | 3.0 | 2.6 | 0.1 | -13.4 | 3.5 | 29.4 | -7.7
Cc1[nH]c2ccccc2c1/C=N/NC(=O)c1cc(C(C)C)[nH]n1 | 1.9 | 1.4 | . | 1.9 | 1.2 | 1.9 | 2.9 | 1.3 | -1.1 | 1.7
CCOC(=O)Cc1csc(NC(=O)/C=C/c2ccc(OC)cc2)n1 | -3.5 | 1.5 | . | 6.5 | 2.9 | -2.5 | -9.3 | -0.3 | 43.8 | -5.4
CCc1ccc(NC(=S)Nc2cccc(OC)c2)cc1 | . | 2.0 | -4.7 | 0.8 | -3.3 | -0.1 | 19.4 | 2.9 | -10.6 | -7.0
Cc1cc(NS(=O)(=O)c2ccc(NC(NC(=O)C(C(F)(F)F)C(F)(F)F)(C(F)(F)F)C(F)(F)F)cc2)no1 | -2.2 | . | -2.2 | . | -0.5 | -0.9 | -16.6 | . | -18.6 | 2.1
N#Cc1ccccc1CCN1C(=O)c2ccccc2C1=O | 0.4 | 0.1 | 1.5 | 4.2 | 0.5 | -1.0 | -14.8 | 3.5 | 5.1 | 6.8
S=C(NCc1ccccc1)Nc1ccc(Cl)cc1 | -0.4 | 6.3 | 31.0 | 5.0 | -0.3 | -0.8 | -10.7 | 4.0 | -23.8 | -6.6
CN1C(=O)C2(c3ccccc31)N(C)CC(c1ccccc1)C21SC(=S)N(Cc2ccco2)C1=O (stereo not drawn) | . | -0.7 | 0.8 | 0.9 | -10.1 | 0.4 | 2.7 | 0.3 | . | -1.7
Fc1ccc(CO/N=C2\CCCc3nonc32)cc1 | 2.3 | -1.5 | 7.1 | 2.7 | -6.0 | -1.1 | 0.4 | 1.6 | -136.4 | 2.2
O=C(COC(=O)c1nc(Cl)ccc1Cl)NCCc1ccccc1 | -0.9 | 2.2 | 31.1 | 0.5 | -5.7 | -2.6 | 9.0 | 6.0 | -4.8 | -1.3
CC1CCN(Cc2ccc(NC(=O)CC3Oc4ccccc4NC3=O)cc2)CC1 (stereo not drawn) | -0.6 | -3.9 | 8.7 | 1.7 | 1.6 | 0.4 | -20.7 | 1.6 | 10.2 | -3.8
COc1cccc(Sc2cc(N3CCOCC3)nc(-c3ccccc3)n2)c1 | . | 2.7 | -11.5 | 1.2 | -12.7 | -0.5 | -12.4 | -2.9 | -17.7 | 13.5
CSc1nnc(-c2ccccc2)c(-c2ccccc2)n1 | 0.9 | 0.8 | 6.8 | -0.7 | -4.3 | -0.9 | 8.4 | -0.3 | -22.4 | -0.3
Cc1cc(/C=C2\SC(=O)N(CC(=O)Nc3ccccc3F)C2=O)c(C)n1C | -1.4 | 1.5 | -7.1 | -1.5 | 4.8 | -1.0 | -13.5 | 5.1 | 17.5 | -5.1
N#C/C(=C/c1ccccc1[N+](=O)[O-])C(=O)NCc1ccco1 | . | -0.2 | -1.9 | 2.5 | 1.9 | -0.7 | -8.3 | 1.6 | 10.0 | -10.8
O=C(Nc1ccccc1F)Nc1cc(Cl)ccc1-n1cncn1 | 0.0 | -0.9 | 5.2 | 3.5 | -1.8 | -0.7 | 5.8 | 6.4 | 9.4 | -4.4
COc1cccc(N2CCN(C(=S)Nc3ccc(C)cc3C)CC2)c1 | -1.1 | -2.1 | 1.5 | 3.1 | -7.8 | 0.0 | -3.9 | 1.6 | -7.5 | 1.1
O=C(Nc1nc2c(c(=O)[nH]1)CCCC2)C1CC1 | . | 2.6 | 1.2 | 4.0 | -3.2 | 0.8 | -19.5 | 3.8 | -5.3 | 3.5
CCOC(=O)C1Nc2ccc(C)cc2C2C=CCC12 (stereo not drawn) | -3.1 | -2.1 | 0.3 | 2.8 | 4.8 | -0.1 | 7.2 | 2.6 | 9.9 | -0.7
O=C(CNC(=O)c1ccccc1)N/N=C/c1cn[nH]c1-c1ccccc1 | . | -0.5 | 2.3 | 3.4 | 1.5 | -1.2 | -4.5 | 4.3 | -2.8 | -20.6
CCOc1ccccc1NC(=O)c1cc2ccccc2oc1=O | -1.0 | 0.3 | -10.4 | 2.8 | -5.6 | -0.6 | 7.0 | 2.5 | -5.3 | -7.3
Cc1nnsc1S(=O)(=O)c1ccccc1 | -0.8 | 1.5 | -4.6 | -3.4 | 0.3 | . | -6.3 | 1.9 | 14.5 | 1.7

Two entries drawn at random from those above:
SMILES | Wnt bcat act | Ecoli viability | Rtt109 HAT inh | phage Ecoli inh | DAGLB inhibitor | CAL PDZ inh | PvdQ inh | AddAB inh | PfHsp90 yeast 2 | Tat export inh
CCOc1ccc(N2CC(C(=O)N3CCN(C(=O)c4ccco4)CC3)CC2=O)cc1 (stereo not drawn) | -1.2 | -0.7 | -0.7 | 0.7 | 0.5 | 0.0 | -20.3 | 1.7 | 1.2 | -6.2
N#Cc1ccccc1CCN1C(=O)c2ccccc2C1=O | 0.4 | 0.1 | 1.5 | 4.2 | 0.5 | -1.0 | -14.8 | 3.5 | 5.1 | 6.8
